# Pol beta inh = DNA polymerase beta (human) inhibition; Pol beta primer extension/strand displacement, fluorescence kinetic; Potency, µM (titrated, usually from 114 µM), for inactives: top-dose activity change, negative = inhibition, usual class: inhibitors; P06746; hit rate 1.3% among 340,000; AID 485314; also: potency is read from the fitted curve at half-maximal effect; % is scaled to controls: 0 for no effect and ±100 for the full control effect
#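 Preincubation: enzyme (10 nM) with compound, 15 min, RT. Reaction: substrate added to 50 nM final. Reads: 0 and 10 min. Analysis: normalized, Hill fit.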
# ERG-DNA inh = blocks human ERG Ets domain binding to DNA. fluorescence polarization, His-ERG Ets domain / labelled DNA. Potency, µM (series often up to 76.9 µM), inactives show top-dose FP activity, negative = inhibition, usual class: inhibitors. hit rate 0.028% among 370,000; active = well fitted inhibition curve with a large enough effect in the polarisation, with a control signal flat; inconclusive = small, poorly fitted or top-dose-only effect, or effect the other way, or a change in a side signal; inactive = no such curve, though single readings can be large or run the other way; the % refers to the polarisation;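 also: polarization taken with two DNA probes labelled with fluorescein and Texas red; potency is read from the fitted curve at half-maximal effect; % of control where 0% means no effect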
#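 His-tagged ERG Ets domain (1 uM in the protein solution; 300mM KCl, 50mM Tris-HCl, 1mM EDTA, 1mM DTT, pH 7.5) received compound, then a probe mix of 5 nM fluorescein-DNA and 100nM Texas-615-DNA. Fluorescence polarization was read for both dyes.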
# 12-LOX inh = ALOX12 (human) lipoxygenase inhibition. P18054. purified 12hLO, xylenol orange hydroperoxide absorbance. Potency, µM (titrated, usually from 108 µM), inactives show top-dose activity change, negative = inhibition, most hits filed as inhibitors. hit rate 1.1% among 580,000. AID 1671190; also: potency is read from the fitted curve at half-maximal effect; % is scaled to controls: 0 for no effect and ±100 for the full control effect
#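 Purified human 12hLO (150 nM final) in 25 mM Hepes, 0.01% Triton X-100, pH 7.0 was preincubated 15 min at room temperature with compound. Then 40 uM arachidonic acid was added, 30 min. Hydroperoxide was read by Fe-XO absorbance ratio 573/405 nm.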
# APEX1 inh = blocks human APE1 abasic DNA cleavage. hit rate 0.35% among 350,000. AID 2517. recombinant APE1, TAMRA/BHQ-2 abasic DNA cleavage fluorescence. P27695. Potency, µM (highest dose often 65.8 µM), without a hit: at the top dose activity change, negative = inhibition, most hits filed as inhibitors;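 also: potency is read from the fitted curve at half-maximal effect; plate controls were vehicle for no effect and reference inhibitor for full effect; nearly all actives have a fitted effect of over 55% in size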
#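 0.75 nM APE1 + cpd, 15 min RT; start w/ 50 nM TAMRA/BHQ-2 THF-abasic dsDNA; kinetic fluor 525/598 nm ×3 reads @60 s; Δ(read3−read1); normalized to DMSO and NSC13755 control wells.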
# Anesthetic bind = binds horse apoferritin like a general anesthetic; apoferritin/1-aminoanthracene competitive binding, fluorescence; Potency, µM (doses to about 77.5 µM), for the others: at the highest dose activity change, negative = displacement, usual class: inhibitors; hit rate 0.074% among 350,000; also: potency is read from the fitted curve at half-maximal effect; % is scaled to controls: 0 for no effect and ±100 for the full control effect; nearly all actives have a fitted effect of over 20% in size
# Target sequence (P02791 2-175 limits assumed): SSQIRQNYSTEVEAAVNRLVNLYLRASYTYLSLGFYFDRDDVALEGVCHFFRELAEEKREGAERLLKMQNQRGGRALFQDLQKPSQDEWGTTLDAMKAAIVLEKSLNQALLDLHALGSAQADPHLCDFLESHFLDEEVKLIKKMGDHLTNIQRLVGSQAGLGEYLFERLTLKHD
#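 Concentration-response curves derived by four-parameter Hill fitting of normalized fluorescence, where compounds displaced 1-AMA from 10 uM horse apoferritin following a brief 10 min room-temperature incubation; propofol titration acted as positive control.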
# POLK inh = inhibitors of human DNA polymerase kappa; Q9UBT6; hit rate 0.53% among 400,000; Potency, µM (titrated, usually from 107 µM), for inactives: top-dose activity, negative = inhibition, hits mostly inhibitors; purified Pol kappa, fluorescent DNA synthesis assay, 10 min; also: potency is read from the fitted curve at half-maximal effect; % is scaled to controls: 0 for no effect and ±100 for the full control effect
# Target sequence (Q9UBT6 whole entry, looked up): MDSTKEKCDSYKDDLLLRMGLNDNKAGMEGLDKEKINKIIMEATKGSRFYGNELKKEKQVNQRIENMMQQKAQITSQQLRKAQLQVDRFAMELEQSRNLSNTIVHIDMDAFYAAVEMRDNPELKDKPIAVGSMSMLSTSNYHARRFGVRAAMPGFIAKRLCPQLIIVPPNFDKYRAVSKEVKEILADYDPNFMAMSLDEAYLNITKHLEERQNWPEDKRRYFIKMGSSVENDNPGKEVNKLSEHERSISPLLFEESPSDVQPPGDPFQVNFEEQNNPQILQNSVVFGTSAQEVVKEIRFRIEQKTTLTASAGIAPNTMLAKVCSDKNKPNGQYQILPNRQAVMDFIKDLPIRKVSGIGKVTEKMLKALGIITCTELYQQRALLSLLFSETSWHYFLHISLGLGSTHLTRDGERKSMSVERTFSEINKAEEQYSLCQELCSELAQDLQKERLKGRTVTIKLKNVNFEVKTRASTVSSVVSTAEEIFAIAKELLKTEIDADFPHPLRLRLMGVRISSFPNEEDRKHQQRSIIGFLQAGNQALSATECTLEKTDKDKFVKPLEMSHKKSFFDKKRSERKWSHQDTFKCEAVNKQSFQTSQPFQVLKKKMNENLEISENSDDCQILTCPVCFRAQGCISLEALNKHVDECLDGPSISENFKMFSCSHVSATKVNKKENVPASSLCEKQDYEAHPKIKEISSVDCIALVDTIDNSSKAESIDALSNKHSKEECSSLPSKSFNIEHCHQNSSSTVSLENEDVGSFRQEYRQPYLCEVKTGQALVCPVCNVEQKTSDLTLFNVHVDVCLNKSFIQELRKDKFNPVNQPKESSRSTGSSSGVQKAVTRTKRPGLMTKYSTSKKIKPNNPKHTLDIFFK
#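 Inhibition of 10 nM Pol kappa is measured by a fluorescent read-out at 0 and 10 min following addition of 50 nM substrate (final), with a 15-min room-temperature compound preincubation.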
# LDHA block = blocks human lactate dehydrogenase A | P00338 | hit rate 0.15% among 480,000 | purified LDHA, NADH/diaphorase-resazurin fluorescence; hits give low values | activity change, % (values are at about 110 or 230 µM); in the data active = activity change below about -30%; inconclusive = mostly about -25% to -30%;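 also: plate controls were DMSO wells for no effect and wells without enzyme for full effect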
#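 Human LDH5 (2 nM) was incubated with 0.06 mM NADH and 0.2 mM pyruvate for 5 min at room temperature in Tris pH 7.4. Remaining NADH was coupled through diaphorase/resazurin, and resorufin fluorescence was read at 0 and 20 min.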
# RGS4 inh = human RGS4 inhibition. Transcreener GDP fluorescence polarization, RGS4-accelerated GTP hydrolysis. hit rate 0.039% among 390,000. Potency, µM (top dose mostly 114 µM), inactives show top-dose activity change, negative = inhibition, most hits filed as inhibitors. AID 504845; also: potency is read from the fitted curve at half-maximal effect; % is scaled to controls: 0 for no effect and ±100 for the full control effect; nearly all actives have a fitted effect of over 75% in size; some results filed as inactive show a strong effect at the top dose
#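 MLSMR compounds (23 nl, pin-transferred) preincubated 10 min at room temperature with a 500nM (2x) first reagent, then RGS4 at 900nM (2x) plus Transcreener GDP mix added; fluorescence polarization (620/688 nm) read before and after 90 min at 30 °C.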
# Pol eta inh = inhibitors of human DNA polymerase eta. recombinant Pol eta, fluorescent DNA replication assay. Potency, µM (titrated, usually from 114 µM), inactives show top-dose activity change, negative = inhibition, hits mostly inhibitors. hit rate 1.2% among 390,000. AID 588591; also: potency is read from the fitted curve at half-maximal effect; % is scaled to controls: 0 for no effect and ±100 for the full control effect
#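 Pol eta at 10 nM preincubated with compounds 15 min at room temperature; reaction started with fluorescent substrate (50 nM final) and read kinetically at 0 and 10 min.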
# Starred values were filed as active, the others as inactive; ? = inconclusive; nt = not tested or not shown; & = joins results of further samples; [ ] = another dose, or the depositor's remark. Unless noted, calls follow the shape of the dose curve; as a rule, active = well fitted curve in the direction sought with a large enough effect; inconclusive = small, poorly fitted or top-dose-only effect, or another doubt; inactive = no such curve, though single readings can be large; an effect the other way counts as inactive or inconclusive. The list is partial. The share of hits here may be higher or lower than overall.
nr	Compound	Pol beta inh	ERG-DNA inh	12-LOX inh	APEX1 inh	Anesthetic bind
1	O=C(CN(CC1CCCO1)C(=O)CNS(=O)(=O)c1ccc(F)cc1)NCCc1ccccc1 (centres undefined)	-4%	-5%	2%	38%	-2%
2	CC(=O)c1sc(NC(=O)COc2ccc([N+](=O)[O-])cc2)nc1C	17%	2%	-5%	-9%	-4%
3	O=C(Nc1nc(-c2ccc3c(c2)OCCO3)cs1)C1CCCC1	?	-1%	25%	5%	-24%
4	Cc1nn(C)cc1-c1n[nH]c(=S)n1-c1ccc(Cl)cc1	?	-8%	?	8%	3%
5	CC1Cc2ccccc2N1C(=S)Nc1ccc(S(N)(=O)=O)cc1 (centres undefined)	-3%	-11%	10%	-4%	1%
6	Cc1ccc2[nH]c(-c3ccccc3)cc(=O)c2c1	25%	1%	nt	2%	-5%
7	CC(C)c1nnc(NC(=O)CCC(=O)NC2CC2)s1	-10%	1%	-1%	27%	-9%
8	COc1ccc(N(C(=O)c2ccco2)C(C(=O)NC2CCCC2)c2ccc(N3CCOCC3)cc2)c(OC)c1 (centres undefined)	1%	-8%	-4%	65%[activator]	3%

nr	POLK inh	LDHA block	RGS4 inh	Pol eta inh
1	-8%	-4	-13%	-20%
2	-23%	-9	-14%	-3%
3	-10%	-4	-8%[56.9 µM]	-16%
4	-8%	-11	-15%	-19%
5	-4%	-7	-2%	-3%
6	0%	-3	-10%	-13%
7	?	-8	-10%	-16%
8	-2%	-6	-15%	-6%

nr	Compound	Pol beta inh	ERG-DNA inh	12-LOX inh	APEX1 inh	Anesthetic bind
9	CCOc1cccc(NC(=O)c2ccc(F)c(S(=O)(=O)N(CC)c3cccc(C)c3)c2)c1	37%	-5%	-16%	nt	-4%
10	CC(=O)NC(CC(=O)NCCN1C(=O)S/C(=C\c2ccccc2)C1=O)c1ccccc1 (centres undefined)	0%	5%	7%	1%	4%
11	COc1ccc(-c2noc(CSc3nnc(Cc4ccccc4)n3-c3ccc(Cl)cc3)n2)cc1	0%	1%	0%	-2%	45%[activator]
12	CC(=O)c1sc(Nc2nc(C)cc(C)n2)nc1C	14%	-6%	nt	10%	0%
13	Cc1ccc(S(=O)(=O)NC(C)C(=O)OCC(=O)N(C)c2ccccc2)cc1 (centres undefined)	nt	-1%	?	-7%	nt
14	O=C(Nc1ccc2nc(SCC(=O)N3CCCC3)sc2c1)c1ccc(F)cc1	?	-4%	107%&-10%[activator]	nt	-4%
15	CN(C(=O)c1ccc(NC(=O)Cc2cccc(NC(=O)C3CCN(C(=O)C4CCCCC4)CC3)c2)cc1)C1CC1	nt	-8%	-32%	nt	nt
16	O=C(Nc1nccs1)c1ccccc1N=Cc1ccccc1	-27%	7%	5%	-1%	260%[activator]

nr	POLK inh	LDHA block	RGS4 inh	Pol eta inh
9	-17%[60.1 µM]	-5	19%	-17%
10	-9%	-15	-6%	-12%
11	-3%	1	-10%	-20%
12	0%	-3	5%[11.4 µM]	-3%
13	9%	-1	-39%	-3%
14	-23%	5&-4	7%	-21%
15	-13%	-2	26%	-13%
16	-10%	-8	-17%	-17%

nr	Compound	Pol beta inh	ERG-DNA inh	12-LOX inh	APEX1 inh	Anesthetic bind
17	COc1ccc2c(c1)C(=NO)c1cc(OC)ccc1-2	-18%	-9%	0%	10%	-11%
18	COc1cccc(CC2CC(=O)N(CCc3ccc4c(c3)OCO4)C2=O)c1 (centres undefined)	0%	3%	133%[activator]	-2%	-17%
19	Cc1cc(/C=N/O)c(C)n1-c1ccccc1	27%	-5%	?	-1%	-13%
20	OCC1(Cc2ccc(F)cc2)CCCN(Cc2ccc(F)cc2Cl)C1 (centres undefined)	0%	8%	?	-13%	?
21	O=C(CCC(=O)NC1CCCCCC1)Nc1nnc(C(F)(F)F)s1	15%	-11%	-13%	-1%	?
22	O=C(Nc1ccn(-c2ccccc2)n1)c1ccccc1Br	10%	-4%	-5%	-2%	-17%
23	O=C(CNC(=O)c1cccs1)Nc1ccncc1	nt	-2%	3%	10%	nt
24	C/C(=N/Oc1nc(C)cc(C)n1)c1ccccc1	5%	-16%	0%	-2%	-3%

nr	POLK inh	LDHA block	RGS4 inh	Pol eta inh
17	-18%	-4	9%	-8%
18	-11%	-4	32%	-10%
19	-10%	-8	11%	-2%
20	-8%	0	-6%	-14%
21	-1%	-2	-13%	-6%
22	-12%	-14	2%	-13%
23	-36%	-2	-35%	-12%
24	0%	-4	17%	5%

nr	Compound	Pol beta inh	ERG-DNA inh	12-LOX inh	APEX1 inh	Anesthetic bind
25	CCOc1ccc(Br)cc1S(=O)(=O)Nc1ccc(N2CCOCC2)cc1	-2%	-3%	0%	1%	-20%
26	Cc1nc2sc(C(c3ccco3)N3CCN(c4ccccc4)CC3)c(O)n2n1 (centres undefined)	-3%	5%	1%	4%	-20%
27	O=C(NCCc1ccc(Cl)cc1)c1ccc2c(c1)N(Cc1ccccc1)CCS2	0%	4%	-46%	nt	162%[activator]
28	Cc1c(OC(C)C(=O)NCc2ccccn2)ccc2c3c(c(=O)oc12)CCC3 (centres undefined)	-20%	4%	5%	5%	0%
29	Cc1ccccc1NC(=O)NCCCCc1ccccc1	19%	11%	0%	1%	85%[activator]
30	OC(c1ccccc1)C(O)c1ccccc1 (centres undefined)	nt	11%	0%	nt	nt
31	C=C(C)Cn1c(CCNC(=O)C(C)(C)C)nc2ccccc21	-3%	-2%	-6%	2%	2%
32	N/C(=N\OC(=O)Oc1ccccc1)c1cccc([N+](=O)[O-])c1	-20%	-3%	-19%	3%	6%

nr	POLK inh	LDHA block	RGS4 inh	Pol eta inh
25	-12%	0	16%	-5%
26	3%	4	-31%	-1%
27	-20%	-11	40%	-14%
28	2%	-1	?	-9%
29	21%	1	-7%	-10%
30	-18%	-2	4%	-12%
31	1%	-4	-16%	-10%
32	-12%	0	22%	-15%

nr	Compound	Pol beta inh	ERG-DNA inh	12-LOX inh	APEX1 inh	Anesthetic bind
33	COc1cc(-c2nnc(COC(=O)CSCC(=O)Nc3cc(C)on3)o2)cc(OC)c1OC	nt	15%	-10%	25%	nt
34	Fc1cc2[nH]c(=S)[nH]c2c(Br)c1N1CCSCC1	30%	0%	0%	5%	4%
35	COc1ccc(-c2cc(-c3ccccc3)n3ncnc3n2)cc1	16%	3%	-8%	1%	-4%
36	O=C(CCSCCc1ccccn1)Nc1ccccc1C(F)(F)F	3%	1%	0%	nt	4%
37	O=C(O)c1ccc(OCC(F)(F)F)nc1	77%	-7%	0%	6%	7%
38	CCC(=O)OCc1cc(=O)n2nc(C3CC3)sc2n1	-8%	2%	-27%	nt	-9%
39	C(=C\n1nnc2ccccc21)/c1ccccn1	nt	5%	-8%	5%	nt
40	CCCN1CCN(S(=O)(=O)c2ccc(-c3cc(C)no3)s2)CC1	46%	0%	4%	32%	4%

nr	POLK inh	LDHA block	RGS4 inh	Pol eta inh
33	-3%	-2	-2%	-14%
34	4%	0	-47%	-10%
35	1%	-6	-8%	-3%
36	-13%[60.1 µM]	-4	19%	-18%
37	8%	-14	-5%	-4%
38	-1%	1	-8%	-9%
39	-16%	-21	-5%	-2%
40	3%	-1	-10%	-3%

nr	Compound	Pol beta inh	ERG-DNA inh	12-LOX inh	APEX1 inh	Anesthetic bind
41	CN(C)C(=O)c1ccc2c(c1[N+](=O)[O-])C(=O)c1ccccc1C2=O	28%	2%	-22%	0%	1%
42	COc1cc(C(=O)N2CCC(c3ccncc3)CC2)cc(OC)c1OC	24%	-1%	?	nt	-7%
43	COc1ccc(OCc2cc(C(=O)NCC3CCCCO3)no2)c(Cl)c1 (centres undefined)	-2%	-7%	10%	-21%	?
44	COc1ccc(NC(=S)N(CCN2CCOCC2)Cc2cc3cc4c(cc3[nH]c2=O)OCO4)cc1	2%	nt	12%	-2%	2%
45	COc1cc(C(=O)Nc2ccccc2N2CCOCC2)ccc1OCc1c(C)noc1C	0%	-8%	-28%	-1%	-8%
46	Cn1nc(C(C)(C)C)c(NC(=O)c2sccc2Cl)c1C(C)(C)C	7%	3%	96%[activator]	2%	-6%
47	Cn1c(NCCc2ccccc2)cc(=O)n(C)c1=O	-10%	3%	7%	15%	-3%
48	CC(=O)Nc1c2c(nn1-c1cccc(Cl)c1)CS(=O)(=O)C2	6%	4%	-9%	31%	-7%

nr	POLK inh	LDHA block	RGS4 inh	Pol eta inh
41	-9%	27	-4%	-4%
42	-4%[60.1 µM]	-9	-1%	-18%
43	-14%	1	-28%[56.9 µM]	-7%
44	nt	nt	nt	nt
45	-8%	-3	24%	-16%
46	-3%	1	4%	-15%
47	-6%	-5	11%	-19%
48	-4%	-3	-1%	-20%

# Among those listed so far, these contain a CF3 group.
nr	Compound	Pol beta inh	ERG-DNA inh	12-LOX inh	APEX1 inh	Anesthetic bind
21	O=C(CCC(=O)NC1CCCCCC1)Nc1nnc(C(F)(F)F)s1	15%	-11%	-13%	-1%	?
36	O=C(CCSCCc1ccccn1)Nc1ccccc1C(F)(F)F	3%	1%	0%	nt	4%
37	O=C(O)c1ccc(OCC(F)(F)F)nc1	77%	-7%	0%	6%	7%

nr	POLK inh	LDHA block	RGS4 inh	Pol eta inh
21	-1%	-2	-13%	-6%
36	-13%[60.1 µM]	-4	19%	-18%
37	8%	-14	-5%	-4%
